CSM14.1 death rescue: rescue of cells from ER stress-induced death, primary screen, 384-well, CSM14.1, thapsigargin, ATP luminescence (AID 1222); 190,000 tested, under 10 active; cellular ATP content (survival), % at 20 µM, or EC50 in µM where a hit was titrated; CSM14.1 thapsigargin-induced death rescue, ATP luminescence; higher % means a stronger effect;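 active = EC50 below 50 µM in the dose-response confirmation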;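 also: death triggered by thapsigargin at about 15 µM added after 2 h compound pretreatment; cell ATP read after overnight thapsigargin exposure of roughly 18 to 22 hours; normalized against plate controls of thapsigargin alone and 5% DMSO vehicle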
West Nile antiviral: inhibition of WNV-induced cytopathic effect – cell-based, CPE readout (AID 1621). CPE inhibition, % at 10 µM, or IC50 in µM where a hit was titrated. West Nile virus-infected cells, CPE inhibition; higher % means a stronger effect. 0.02% of 290,000 active; in the data active = a potency from the dose series; also: strong numbers were not always called active
Insulin prom up: MIN6 insulin promoter up-regulation; AID 1625; MIN6 insulin promoter-GFP reporter, high-content imaging; stronger effect = higher value; 0.3% of 190,000 active; z-score at 5 µM;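 active = z-score above 3 at 5 µM with at least 500 cells counted in the well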
PhoP inhibition: PhoP-dependent GFP reporter repression – Salmonella Typhimurium, primary screen (AID 1863); S. Typhimurium PhoP-regulated promoter GFP reporter, 4 h; higher % means a stronger effect; one-dose inhibition, % at 50 µM; IC50 in µM for titrated hits; 0.16% of 300,000 active;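 active = inhibition over 29.93%, a cutoff 3 SD above the screen mean, later confirmed by dose response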;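 also: 0% = low Mg2+ inducing control and 100% = high Mg2+ repressing control; strong numbers were not always called active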
RSV CPE inhibition: RSV antiviral activity via CPE protection, HEp-2 cells, primary 10 µM value included (AID 2391). CPE inhibition, % at 10 µM, or IC50 in µM where a hit was titrated. 0.13% of 310,000 active. HEp-2 cells, RSV-induced CPE inhibition; higher % means a stronger effect; in the data active = a potency from the dose series; also: strong numbers were not always called active
Large T inhibition: SV40 large T antigen inhibitors, biochemical (AID 1903); SV40 large T antigen ATPase/helicase inhibition assay; higher % means a stronger effect; inhibition, % at 20 µM; hits with a dose series show IC50 in µM; 0.39% of 310,000 active; in the data active = a potency from the dose series; also: strong numbers were not always called active
TNAP activators: human TNAP enzyme activators, primary screen, biochemical, luminescent, no phosphate acceptor, uHTS (AID 1001); purified TNAP, luminescent activation assay, no phosphate acceptor; higher activation fold means a stronger effect; one-dose activation fold at 20 µM; EC50 in µM for titrated hits; 0.03% of 200,000 active; in the data active = activation fold from about 3, or a potency from the dose series; inactive = the rest, 99 in 100 with activation fold below about 1.6; also: many of its hits are not listed in these tables
PMI inhibition: MPI inhibition at elevated mannose 6-phosphate – biochemical, fluorescence intensity, high mannose 6-phosphate, primary screen (AID 1220); recombinant PMI enzyme, coupled fluorescence intensity; higher % means a stronger effect; inhibition, % at 20 µM, or IC50 in µM where a hit was titrated; 0.66% of 190,000 active
PMI inhibitors: inhibitors of human PMI, primary screen, biochemical, fluorescence intensity, coupled assay (AID 1209); inhibition, % at 20 µM, or IC50 in µM where a hit was titrated; purified PMI enzyme, coupled fluorescence intensity; higher % means a stronger effect; 0.42% of 190,000 active;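 also: plate controls were DMSO vehicle for no effect and wells lacking substrate for full effect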
Insulin prom up cell count: further read-out of Insulin prom up, marked with its call; cell count; measured here: cytotoxicity, nuclei count;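 total cells summed across four imaged fields per well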
Numbers without * were called inactive; · = not tested or not shown. Rule as the data show it, unless noted: active = inhibition above about 50%; inactive = the rest.

Order of values: CSM14.1 death rescue	West Nile antiviral	Insulin prom up	Insulin prom up cell count	PhoP inhibition	RSV CPE inhibition	Large T inhibition	TNAP activators	PMI inhibition	PMI inhibitors
- O=C(Nn1c(Cc2cccs2)nc2ccccc2c1=O)c1cccs1
→ 2.4%	1.0%	0.14	1440	6%	1.6%	18%	1.1	-10%	-4%
- Cc1ccc(CC(=O)Nc2ccc(C(=O)N3CCCCC3)cc2)cc1
→ ·	-0.6%	·	·	-9%	6.2%	4%	·	·	·
- O=C(CN1CCCCC1)N/N=C/c1ccc(Cl)cc1
→ ·	-0.1%	·	·	3%	2.1%	24%	·	·	·
- CCOC(=O)N1CCC(Nc2nc3ccccc3nc2NS(=O)(=O)c2ccc(Cl)cc2)CC1
→ 0.0%	-0.4%	·	·	6%	7.2%	3%	1.2	3%	11%
- Cc1ccc(C2c3c(oc4ccccc4c3=O)C(=O)N2c2nnc(C(C)C)s2)o1 (stereo not given)
→ -3.3%	-0.3%	0.8	1744	-11%	2.1%	6%	1.1	0%	3%
- CCCCC(NC(=O)c1ccc(Cl)cc1)C(=O)O (stereo not given)
→ -5.4%	-0.1%	0.5	1284	-3%	1.8%	9%	1.1	-4%	-5%
- C=CCn1c(SCc2ccc(C#N)cc2)nnc1-c1cccc(OC)c1
→ 0.5%	-0.4%	·	·	1%	8.9%	3%	1.1	7%	5%
- CCOP(=O)(OCC)c1nc(-c2cccc3ccccc23)oc1N1CCCCC1
→ 0.4%	-1.0%	·	·	-5%	2.8%	6%	1.4	8%	1%
- O=c1cc(NCCc2ccccc2)c2ccccc2o1
→ 3.5%	-1.0%	-0.53	1180	-4%	3.2%	14%	1.1	-6%	-6%
- CN(CCC#N)S(=O)(=O)c1cc2c3c(c1)CCN3C(=O)CC2
→ ·	-0.4%	·	·	2%	6.3%	7%	·	·	·
- CC1CCN(C(=O)CSc2nnc(Cc3cccn3C)n2CCc2ccccc2)CC1
→ ·	-0.4%	-0.55	1380	-5%	0.8%	6%	1	8%	0%
- CCOC(=O)c1cc(C)sc1/N=C/C1=C(O)CCCC1=O
→ -2.8%	0.0%	0.11	1222	16%	1.6%	26%	0.8	16%	-2%
- COc1ccccc1C(=O)N1CCN(Cc2nc(CC3CC3)no2)CC1
→ -0.5%	-0.5%	0.34	1456	9%	0.7%	2%	1.1	5%	10%
- Cn1c(=O)c(=O)n(C)c2cc(S(=O)(=O)N3CCc4ccccc43)ccc21
→ -1.1%	-0.3%	-1.3	1259	3%	0.7%	-3%	1.2	2%	-3%
- CC(=O)Oc1c(I)cc(I)cc1C(=O)Nc1ccc(Cl)cc1
→ ·	-1.7%	·	·	4%	0.1%	-10%	·	·	·

4 of the compounds above, as a markdown table.
| SMILES | CSM14.1 death rescue | West Nile antiviral | Insulin prom up | Insulin prom up cell count | PhoP inhibition | RSV CPE inhibition | Large T inhibition | TNAP activators | PMI inhibition | PMI inhibitors |
| --- | --- | --- | --- | --- | --- | --- | --- | --- | --- | --- |
| CN(CCC#N)S(=O)(=O)c1cc2c3c(c1)CCN3C(=O)CC2 | · | -0.4% | · | · | 2% | 6.3% | 7% | · | · | · |
| CC1CCN(C(=O)CSc2nnc(Cc3cccn3C)n2CCc2ccccc2)CC1 | · | -0.4% | -0.55 | 1380 | -5% | 0.8% | 6% | 1 | 8% | 0% |
| CCOC(=O)c1cc(C)sc1/N=C/C1=C(O)CCCC1=O | -2.8% | 0.0% | 0.11 | 1222 | 16% | 1.6% | 26% | 0.8 | 16% | -2% |
| COc1ccccc1C(=O)N1CCN(Cc2nc(CC3CC3)no2)CC1 | -0.5% | -0.5% | 0.34 | 1456 | 9% | 0.7% | 2% | 1.1 | 5% | 10% |

Next section:
Order of values: CSM14.1 death rescue	West Nile antiviral	Insulin prom up	Insulin prom up cell count	PhoP inhibition	RSV CPE inhibition	Large T inhibition	TNAP activators	PMI inhibition	PMI inhibitors
- O=C(CSc1cn(CCNC(=O)c2ccccc2)c2ccccc12)NCc1ccco1
→ -1.3%	-0.2%	0.16	914	11%	0.7%	6%	1.2	5%	8%
- NC(=O)NC(=O)C(Nc1ccc2c(c1)CCC2)c1ccccc1 (stereo not given)
→ ·	-0.2%	·	·	0%	3.3%	11%	·	·	·
- COc1ccccc1C(=O)NNc1ncc(C)s1
→ ·	0.1%	·	·	-3%	1.8%	9%	·	·	·
- N#C/C(=C/c1cn(-c2ccccc2)nc1-c1cccc(OCc2ccccc2)c1)C(=O)NCCCn1ccnc1
→ -3.2%	-0.7%	-0.27	979	-7%	6.3%	6%	1.1	1%	-5%
- Clc1ccc(NC2=NCCCCC2)cc1
→ -1.9%	0.0%	0.1	1019	11%	-0.4%	2%	1.1	-1%	-6%
- COc1cc(CN2CCNC(=O)C2CC(=O)N(C)CCC2CCOCC2)cc(OC)c1 (stereo not given)
→ ·	0.2%	·	·	-6%	0.3%	5%	·	·	·
- CCCN1C2CCCC1CC(NC(=O)c1cccc([N+](=O)[O-])c1)C2 (stereo not given)
→ ·	0.5%	·	·	-4%	0.8%	7%	·	·	·
- COc1ccc(-c2csc(NC(=O)c3nc(-c4ccccc4)oc3C)n2)cc1
→ 0.5%	0.3%	0.12	1318	-6%	0.4%	5%	1.1	12%	9%
- COc1c([N+](=O)[O-])c(=O)n(-c2ccccc2)c2ccccc12
→ -2.1%	0.4%	1.4	1189	-10%	-0.9%	15%	1.1	-8%	-12%
- COc1ccc(S(=O)(=O)N2CCC(C)CC2)cc1Br
→ -1.3%	0.0%	0.46	1363	6%	1.5%	15%	1.1	15%	18%
- CC1CN(c2nc(-c3ccccc3)nc3ccccc23)CC(C)O1 (stereo not given)
→ -2.6%	0.0%	0.69	1422	-10%	6.3%	4%	1	9%	12%
- CCN(CC)S(=O)(=O)c1ccc(NC(=O)COC(=O)c2c[nH]c(=O)[nH]c2=O)cc1
→ ·	0.3%	-0.02	1023	-6%	0.9%	11%	·	·	·
- CC(=O)C[C@H]1c2cc(C(F)(F)F)ccc2S(=O)(=O)N1c1ccc(N(C)C)cc1
→ ·	-0.5%	·	·	-10%	0.6%	13%	·	·	·
- O=C(Nc1nc2ccccc2[nH]1)c1ccc(Cl)cc1
→ ·	-1.0%	·	·	4%	0.8%	5%	·	·	·
- O=C(C(=O)N1CCN(c2ccccc2Cl)CC1)c1c[nH]c2ccccc12
→ ·	-0.6%	·	·	3%	8.9%	11%	·	·	·

The results go on.
Order of values: CSM14.1 death rescue	West Nile antiviral	Insulin prom up	Insulin prom up cell count	PhoP inhibition	RSV CPE inhibition	Large T inhibition	TNAP activators	PMI inhibition	PMI inhibitors
- COc1cccc(=O)c2c(C)n(C)c(C)c12
→ -1.4%	-0.1%	0.16	1720	-8%	1.1%	24%	1	-5%	6%
- COc1ccc(CCNC(=O)C2CCC(CNS(=O)(=O)c3ccccc3)CC2)cc1OC (stereo not given)
→ -0.3%	-0.8%	-0.19	1529	0%	0.2%	16%	·	4%	8%
- COc1ccc(NC(=S)Nc2ccc(N)c([N+](=O)[O-])c2)cc1
→ 1.1%	0.2%	0.5	1013	1%	2.0%	13%	0.9	9%	11%
- CC(=O)Nc1ccc(-c2csc(NC(C)c3ccccc3)n2)cc1 (stereo not given)
→ -0.5%	0.1%	0.05	1259	5%	3.0%	23%	1	-20%	-14%
- COc1ccc2c(c1)C(C1C(=O)CCCC1=O)c1ccccc1O2 (stereo not given)
→ 0.4%	1.3%	-0.12	1455	1%	0.2%	-1%	1.1	3%	2%
- O=C(Nc1ccccc1N1CCCC1)c1ccc(Cl)cc1Cl
→ 1.5%	-2.0%	0.83	1549	-5%	0.6%	14%	1.1	9%	-2%
- COC(=O)CSc1ccnc2cc(Cl)ccc12
→ ·	0.0%	0.08	1007	2%	0.3%	17%	·	·	·
- CN(C)/C=N/c1nc(Sc2ccc(C(F)(F)F)cc2[N+](=O)[O-])n[nH]1
→ ·	0.1%	0.31	1429	-5%	0.5%	9%	·	·	·
- O=C(CN1C(=O)COc2ccc(S(=O)(=O)N3CCCCC3)cc21)NCc1ccc(F)cc1
→ ·	-0.3%	·	·	-2%	0.2%	2%	·	·	·
- COc1ccc(NC2CC(=O)NC2=O)cc1 (stereo not given)
→ -1.6%	0.4%	·	·	1%	3.1%	18%	1	16%	8%
- COc1ccc(CCCC(=O)N/N=C/c2ccccc2OC)cc1
→ -3.9%	0.0%	0.47	1281	-3%	0.0%	1%	1.1	-1%	-2%
- Clc1cccc(CN2CCc3c([nH]c4ccccc34)C2)c1
→ ·	-0.3%	·	·	12%	0.7%	-5%	·	·	·
- CCN(Cc1ccccc1)C(=O)COC(=O)c1n[nH]c2ccccc12
→ -1.5%	-0.2%	·	·	1%	3.6%	13%	0.7	4%	5%
- CCn1c(CNC(=O)Cc2ccc(OC)cc2)nnc1SCC(=O)c1ccccc1
→ 1.8%	0.1%	0.34	1447	9%	·	15%	1	-149%	-74%
- CCN(CC(=O)O)S(=O)(=O)c1cc(Cl)ccc1Cl
→ -3.6%	0.0%	-0.1	1241	4%	2.6%	11%	1.1	6%	7%

Continued:
Order of values: CSM14.1 death rescue	West Nile antiviral	Insulin prom up	Insulin prom up cell count	PhoP inhibition	RSV CPE inhibition	Large T inhibition	TNAP activators	PMI inhibition	PMI inhibitors
- CC(NCCC1(Cc2ccccc2Cl)CCOC(C)(C)C1)c1cccs1 (stereo not given)
→ ·	-0.7%	0.31	1106	-6%	-0.6%	7%	·	·	·
- CN(C)S(=O)(=O)c1cc(NC(=O)CN2CCN(c3ccccc3F)CC2)ccc1Cl
→ -0.8%	-1.0%	-0.62	1252	-10%	19%	8%	1.1	-11%	-11%
- CN(Cc1cccnc1)Cc1cn(C)nc1-c1cccc(Cl)c1
→ 0.2%	-0.8%	·	·	2%	0.4%	18%	1.1	-8%	1%
- CCCCN(C)CCCNC(=O)CN1C(=O)CSc2ccc(S(=O)(=O)N3CCOCC3)cc21
→ -1.5%	-0.6%	0.62	1141	4%	-1.2%	-3%	1	-6%	-4%
- O=C(Nc1ccccc1-c1nnn(CC(=O)N2CCOCC2)n1)c1ccc(F)cc1
→ 0.2%	-0.3%	0.17	1499	-1%	1.0%	6%	1.1	-6%	0%
- COC(=O)CCN1CCN(S(=O)(=O)c2cccc(Br)c2)CC1
→ -1.2%	0.3%	0.15	1594	-6%	-1.1%	13%	1.1	-7%	-7%
- O=C1CN(C(=O)CSc2nc3ccccc3n2CCc2ccccc2)c2ccccc2N1
→ -1.7%	-1.4%	0	1307	26%	1.7%	-47%	1.1	5%	3%
- Cc1nn(C)cc1CNC(=O)c1ccccc1Br
→ 0.4%	0.6%	0.14	1686	-6%	·	2%	1	7%	9%
- Cc1ccc(S(=O)(=O)CC(=O)N(C)C)cc1
→ 2.1%	0.1%	-0.1	1321	-13%	2.1%	3%	1.1	-5%	-3%
- COc1ccc(/C=N/NC(=S)Nc2c(C)n(C)n(-c3ccccc3)c2=O)cc1OC
→ ·	0.3%	-0.09	1504	-5%	2.7%	14%	·	·	·
- CCc1ccc(OCC(=O)NNC(=S)NC(=O)C2CC2)c(Br)c1
→ ·	-0.9%	·	·	0%	1.5%	15%	·	·	·
- CCn1c(O)c(N=NC2=NC(=O)CS2)c2ccccc21
→ 4.4%	0.1%	0.1	1516	-3%	1.5%	7%	0.9	-9%	-4%
- Cc1ccc(CC2CC(=O)N(c3ncccn3)C2=O)cc1 (stereo not given)
→ ·	0.5%	-0.41	1079	0%	0.3%	20%	·	·	·
- Nc1nc(SCC(=O)Nc2ccccc2-c2ccccc2)n[nH]1
→ -2.5%	1.1%	0.38	1563	9%	4.0%	8%	1.1	1%	1%
